EPAC1 ag: qHTS for Agonist of cAMP-regulated guanine nucleotide exchange factor 3 (EPAC1): primary screen | Rap guanine nucleotide exchange factor 3 (Homo sapiens), O95398 | EPAC1 agonist qHTS, biochemical assay; response scale: 100% = response to 6.5 mM cAMP | Potency, µM (titrated, usually from 154 µM), for inactives: top-dose activation, most hits filed as activators | 0.073% of 360,000 active; note: potency is the fitted concentration of half-maximal effect; nearly all actives have a fitted effect of over 60% in size
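Fluorescent GDP-exchange assay: 100 nM EPAC1 with 250 nM Rap1B preloaded with BODIPY-GDP and 50 uM GDP; compounds tested as concentration series, 5 min at room temperature, then read every 5 min for 30 min (ex 480/em 540 nm); normalized to 6.5 mM cAMP.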
EPAC1 antagonist: qHTS for Antagonist of cAMP-regulated guanine nucleotide exchange factor 3 (EPAC1): primary screen | Rap guanine nucleotide exchange factor 3 (Homo sapiens), O95398 | EPAC1 GEF assay, Rap1b-BODIPY-GDP exchange fluorescence | AID 720709, 2013 | Potency, µM (highest dose often 115 µM), inactives show at the highest dose activity change, negative = inhibition, most hits filed as inhibitors | 0.14% of 360,000 active;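 note: potency is the fitted concentration of half-maximal effect; plate controls were vehicle for no effect and positive control for full effect; nearly all actives have a fitted effect of over 50% in size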
FUS suppressor: qHTS for Suppressors of FUS Proteinopathy: Primary screen using FUS-linked yeast assay; 0.24% of 390,000 active; S. cerevisiae FUS-expressing, growth rescue, OD600, 24 h; AID 1347120, 2019; Potency, µM (doses to about 76.6 µM), without a hit: at the top dose growth rescue (activation), usual class: activators;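 note: potency is the fitted concentration of half-maximal effect; plate controls were DMSO vehicle for no effect and reference control for full effect; nearly all actives have a fitted effect of over 55% in size; some results filed as inactive show a strong effect at the top dose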
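Yeast FUS proteinopathy model; galactose-induced FUS (2%), starting OD 0.005. Cpds in dilution series, 24hr, 30C, 99% humidity. Abs 600 nm growth. Pos ctrl CP55940 (top 92uM final); neg ctrl DMSO.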
PI5P4K alpha inh: qHTS for Inhibitors of phosphatidylinositol 5-phosphate 4-kinase (PI5P4K) | Phosphatidylinositol 5-phosphate 4-kinase type-2 alpha (Homo sapiens), P48426 | PI5P4Kalpha enzyme, ADP-Glo luminescence, 60 min; stronger effect = lower value | max response, % | 1.2% of 330,000 active | AID 652105, 2013; active = max response of -50% or lower; inconclusive = between -30% and -50%; inactive = -30% or higher; note: value at the top dose of about 77 µM; % is set by controls: 0 for no effect and ±100 for the full control effect
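Controls without substrate or without enzyme flank wells where PI5P4Kalpha converts substrate using 5 microM ATP (final). Incubation lasts 60 minutes at room temperature; ADP formed is read by ADP-Glo luminescence.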
WRN inhibitor: qHTS for Inhibitors of WRN Helicase; Bifunctional 3'-5' exonuclease/ATP-dependent helicase WRN (Homo sapiens), Q14191; WRN helicase unwinding, fluorescent forked duplex, kinetic; Potency, µM (titrated, usually from 114 µM), for inactives: top-dose activity change, negative = inhibition, actives largely listed as inhibitors; 0.46% of 360,000 active; AID 651768, 2012; note: potency is the fitted concentration of half-maximal effect; % is set by controls: 0 for no effect and ±100 for the full control effect; nearly all actives have a fitted effect of over 55% in size
Target sequence (Q14191 whole entry, looked up): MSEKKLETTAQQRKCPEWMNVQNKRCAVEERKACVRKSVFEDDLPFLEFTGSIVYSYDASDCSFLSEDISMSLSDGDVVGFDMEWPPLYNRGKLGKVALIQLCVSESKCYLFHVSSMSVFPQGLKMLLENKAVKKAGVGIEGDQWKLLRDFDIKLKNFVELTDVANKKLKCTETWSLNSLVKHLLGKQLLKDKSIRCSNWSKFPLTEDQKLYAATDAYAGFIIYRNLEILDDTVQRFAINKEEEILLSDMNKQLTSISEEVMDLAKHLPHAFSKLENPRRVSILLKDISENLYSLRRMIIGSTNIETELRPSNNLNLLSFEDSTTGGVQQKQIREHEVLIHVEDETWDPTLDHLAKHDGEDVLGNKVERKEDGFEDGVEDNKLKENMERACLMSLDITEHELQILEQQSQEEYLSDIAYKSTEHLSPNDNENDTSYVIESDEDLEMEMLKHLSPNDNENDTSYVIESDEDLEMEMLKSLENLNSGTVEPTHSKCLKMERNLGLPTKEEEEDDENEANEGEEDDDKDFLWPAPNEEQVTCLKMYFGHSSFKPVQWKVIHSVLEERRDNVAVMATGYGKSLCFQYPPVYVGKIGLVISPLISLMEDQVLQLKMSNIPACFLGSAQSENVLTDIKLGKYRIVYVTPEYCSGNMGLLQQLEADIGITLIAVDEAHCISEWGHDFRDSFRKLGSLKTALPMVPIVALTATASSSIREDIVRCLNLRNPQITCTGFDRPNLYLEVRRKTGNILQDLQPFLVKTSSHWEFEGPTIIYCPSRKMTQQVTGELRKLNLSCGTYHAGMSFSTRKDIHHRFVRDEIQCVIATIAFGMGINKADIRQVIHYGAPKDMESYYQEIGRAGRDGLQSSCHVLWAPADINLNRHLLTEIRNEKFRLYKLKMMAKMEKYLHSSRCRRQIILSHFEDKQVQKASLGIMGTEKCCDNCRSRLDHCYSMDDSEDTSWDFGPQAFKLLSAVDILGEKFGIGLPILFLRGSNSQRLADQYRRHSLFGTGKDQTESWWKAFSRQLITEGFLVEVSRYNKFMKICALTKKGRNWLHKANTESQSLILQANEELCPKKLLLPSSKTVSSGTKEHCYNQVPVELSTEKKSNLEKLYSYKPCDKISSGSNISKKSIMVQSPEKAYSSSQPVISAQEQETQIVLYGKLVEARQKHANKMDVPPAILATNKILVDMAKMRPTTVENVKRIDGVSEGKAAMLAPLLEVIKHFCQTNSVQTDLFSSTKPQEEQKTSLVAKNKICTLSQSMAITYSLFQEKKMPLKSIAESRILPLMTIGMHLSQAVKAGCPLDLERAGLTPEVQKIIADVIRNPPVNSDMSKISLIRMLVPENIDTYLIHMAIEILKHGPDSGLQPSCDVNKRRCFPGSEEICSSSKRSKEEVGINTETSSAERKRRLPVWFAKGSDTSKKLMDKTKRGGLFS
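WRN at 20 nM final preincubated with compound 15 min at room temperature; reaction started with 100 nM fluorophore/quencher forked duplex oligonucleotide and 2 mM ATP final. Unwinding followed kinetically by red fluorescence (ex 525, em 598 nm).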
IL2 activator: qHTS of IL-2 Activators. AID 652025, 2013. IL-2 activation reporter assay, cell-based qHTS; stimulated with anti-CD3/CD4/CD28 beads; in transgenic mouse T cells. activation, % (series mostly up to about 46 µM). 0.065% of 360,000 active; in the data active = activation above about 50%; inconclusive = mostly about 30% to 49%; note: 0% is about no effect
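Screening format: compound pinned onto unstimulated transgenic mouse T cells, 60 min incubation, then anti-CD3/anti-CD4/anti-CD28 bead stimulation for 18 hours at 37 degrees C, followed by EGFP and DsRed detection.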
Abeta yeast res: qHTS for compounds that reverse cellular toxicity of Amyloid beta (A-beta) peptide in yeast: Primary Screen. 0.063% of 410,000 active. Potency, µM (top dose mostly 46.1 µM), for inactives: at the highest dose growth rescue, actives largely listed as activators. yeast expressing A-beta42, growth rescue, OD600, 48 h; response scale: 0% DMSO, 100% iron-clioquinol control; note: potency is the fitted concentration of half-maximal effect; nearly all actives have a fitted effect of over 55% in size
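Yeast growth medium received pinned compounds, then yeast cells expressing toxic A-beta were added; plates incubated at 30 C for 48 hr. Growth read as absorbance at 600 nm, normalized to DMSO and equimolar FeCl3 plus clioquinol controls.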
PLK1 PBD inh: qHTS for Inhibitors of PLK1-PDB (polo-like kinase 1 - polo-box domain): Primary Screen; Serine/threonine-protein kinase PLK1 (Homo sapiens), P53350; 2.8% of 360,000 active; Plk1 PBD binding of FITC phosphopeptide, fluorescence polarization; AID 720504, 2013; Potency, µM, inactives show max response, negative = inhibition, most hits filed as inhibitors; note: potency is the fitted concentration of half-maximal effect; series mostly up to about 57 µM; % is set by controls: 0 for no effect and ±100 for the full control effect; nearly all actives have a fitted effect of over 65% in size
Starred values were filed as active, the others as inactive; ? = inconclusive; / = no result given; & = joins results of further samples; [ ] = dose if it differs, or a comment. Unless noted, calls come from the whole dose curve; as a rule, active = well fitted curve in the direction sought with a large enough effect; inconclusive = small, poorly fitted or top-dose-only effect, or another doubt; inactive = no such curve, though single readings can be large; an effect the other way counts as inactive or inconclusive.

SMILES	EPAC1 ag	EPAC1 antagonist	FUS suppressor	PI5P4K alpha inh	WRN inhibitor	IL2 activator	Abeta yeast res	PLK1 PBD inh
O=C1Nc2ccc(Br)cc2C1(O)c1ccc(F)cc1 (centres undefined)	-7%	-7%	-22%	3	3%	0.2	2%	-8%
Cc1ccc(-c2nc3ncccc3o2)cc1NC(=O)c1cc2ccccc2o1	2%	-16%	-45%	-1	-25%	-3.5	5%[9.22 µM]	-3%
CCCCCCN1CCN(C2CN(CCc3ccccc3)S(=O)(=O)C2)CC1 (centres undefined)	-3%	-2%	-7%	1	-6%	-0.8	6%	2%
COC(=O)c1sccc1NC(=O)c1ccccc1F	7%	8%	3%	3	0%	0.1	-10%	-8%
COc1cc(Br)cc(CN2CCN(c3ncccn3)CC2)c1O	15%	6%	-6%	-5	-6%	0.5	2%	-3%
COc1cc2c(cc1OC)CN(S(=O)(=O)c1cccs1)CC2	-3%	3%	/	8	4%	-0.6	-10%	-1%
O=C(c1cc(-c2ccc(Br)cc2)on1)N1CCCC1	5%	-1%	-2%	-2	1%	1.8	-8%	-9%
CCCCn1c(N)c(N(CCOC)C(=O)c2ccc(-c3cccc(C(F)(F)F)c3)o2)c(=O)[nH]c1=O	8%	-15%	34%	7	7%	0.3	1%	-17%
CC1C(=O)Nc2ccc(S(=O)(=O)NCc3ccc(Cl)cc3)cc2NC1=O (centres undefined)	-12%	-8%	-5%	2	-9%	0.2	-5%	-10%
Cc1ccc(/C=N/N2CCN(Cc3ccc(C)cc3)CC2)cc1	7%	10%	18%	1	-1%	0.6	1%	-7%
COc1ccccc1-n1cnnc1SCC(=O)NCc1cccs1	1%	-4%	6%	-4	-7%	0.0	-13%	-6%
Cc1nc(SCC(=O)NCC2CCCO2)c2c(C)c(C)sc2n1 (centres undefined)	-9%	8%	/	-6	-5%	-2.5	-2%	3%
CCOC(=O)c1sc(NC(=O)OC)c(C(=O)OC)c1C	5%	?	1%	-8	5%	-0.5	-8%	0%
Cc1ccc(NC(=O)C2CCN(C(=O)NC3CCCCC3)CC2)c(C)c1	5%	-6%	11%	1	0%	-2.1	1%	-5%
CC(C)[C@H](NC(=O)C1CCN(S(=O)(=O)c2ccc(F)cc2)CC1)C(=O)NCc1ccco1	-2%	6%	17%	-8	5%	0.3	14%	27µM*
CCN(CC)S(=O)(=O)c1ccc(C(=O)OC2CCCCC2CN(C)C)cc1 (centres undefined)	-1%	-7%	20%	/	-8%	-2.1	-2%	-10%
Cc1ccc(NC(=O)CCn2cnc3cc(C)c(C)cc32)cc1	-3%	10%	9%	/	6%	-3.0	10%	-1%
O=C(CCc1ccccc1)NNC(=O)Nc1ccc(F)c(Cl)c1	-1%	7%	/	6	-13%	-2.9	-3%	5%
NS(=O)(=O)c1ccc(CCNCC(=O)NC2CC2)cc1	11%	12%	-14%	10	-2%	0.5	8%	2%
O=C(CCn1c(=O)sc2ccccc21)NCc1ccco1	7%	0%	-4%	/	-10%[57.1 µM]	-0.2	8%	0%
O=C(Nc1nc2ccccc2s1)C1=NN(c2ccccc2)C(=O)CC1	-2%	6%	6%	-11	-1%	0.4	0%	4%
CC(=O)Nc1ccc(NC(=O)C2CCCN2C(=O)Nc2cccc(F)c2)cc1 (centres undefined)	7%	-28%	-7%	1	-1%	-1.3	-6%	-18%
COn1c(SCc2ccccc2)nc2ccccc2c1=O	16%	6%	11%	/	-5%	-1.7	16%	1%
CN(C)C(=S)Nc1ccc(N2CCOCC2)cc1	6%	3%	-10%	5	-4%	0.7	1%	6%
Cc1cc(NC(=O)COc2ccc3ccccc3c2)no1	-3%	-20%	1%	4	4%	0.0	-4%	-6%
COc1cc(/C=N/NC(=O)c2ccncc2)ccc1O	-13%&2%	7%&7%	-41%&-48%	-3&-3	-6%&5%	2.7&0.3	-14%&-13%	0%&-11%
COCCn1c(=S)[nH]c2cc(C(=O)NCC3CCCO3)ccc2c1=O (centres undefined)	2%	6%	41%	/	3%	-0.2	8%	-23%
CN(C)c1ccc(/C=C/c2nc3ccccc3s2)cc1	24%	-7%	-27%	2	5%	1.5	-50%[inhibitor]	1%
CC(=O)Nc1ccc2c(COC(=O)[C@H](C)N3C(=O)C4CCCCC4C3=O)cc(=O)oc2c1 (some centres undefined)	-1%	-25%	44%	1	-15%	1.5	-4%	-5%
CC1CN=C(NC2CCCCC2C)S1 (centres undefined)	0%	-10%	12%	3	4%	0.1	-10%	-7%
CC(C)(C)c1ccc(C(=O)NCC(=O)NCC(C)(C)N2CCOCC2)cc1	-16%	-6%	14%	3	-30%	0.7	-16%	-16%
CCOc1ccc(OCC(=O)OCC(=O)NCC2CCCO2)cc1 (centres undefined)	5%	-9%	/	-3	8%	-0.4	-3%	-6%
O=C(Cc1ccc(Cl)cc1)Oc1cccc2cccnc12	-2%	18%	/	2	-25%	-5.1	-47%[inhibitor]	-2%
CN(C)Cc1csc(NC(=O)Nc2ccccc2Cc2ccccc2)n1	-3%	6%	-12%	-4	-3%	0.1	5%	0%
COc1ccc(CSc2nc3ccccc3c(=O)[nH]2)cc1F	1%	-3%	-11%	13	-1%	-2.0	6%	3%
OCCN1CCN(c2nc(-c3ccccc3)nc3c2oc2ccccc23)CC1	6%	-11%	12%	2	-3%	0.6	-26%	-12%
Cc1ccc(S(=O)(=O)N2CCN(C(=S)NCCc3ccccc3)CC2)cc1	23%	-4%	-40%	12	-7%	1.3	8%	-4%
COc1ccc(N2CCN(C(=O)c3cccc(S(=O)(=O)N4CCCc5ccccc54)c3)CC2)cc1	-1%	-4%	?	2	-2%	-0.3	1%	-1%
Cc1cc(OC(C)C(=O)NCCCN2CCOCC2)ccc1Cl (centres undefined)	0%	11%	/	1	-33%	-4.0	12%	-2%
O=C(C(=O)N1CCOCC1)c1cn(CC(=O)N2CCCCC2)c2ccccc12	2%	-14%	/	-5	-23%	-2.4	9%	-4%
O=C(CN1C(=O)NC2(CCCCCCC2)C1=O)Nc1c(Cl)cccc1Cl	8%	-23%	-24%	3	3%	0.9	3%	-14%
O=C(OCc1cnc(Cl)s1)c1cccc(Cl)c1	2%	?	-30%	3	-12%	1.3	0%	-9%
Cc1ccc(Oc2c(C=O)c3ccccc3n2C)cc1	-2%	-18%	11%	-2	2%	0.3	3%	-3%
CCc1nnc(NS(=O)(=O)c2ccc(NC(=O)c3cc(Cl)ccc3Cl)cc2)s1	1%	-4%	14%	-11	4%	-0.2	0%	-20%
Cc1[nH][nH]c(=O)c1C(c1ccc(N(C)C)c(Br)c1)c1c(C)[nH][nH]c1=O	4%	7%	28%	-1	-14%	0.5	-7%	0%
O=C(OCCN1CCOCC1)c1ccc(O)cc1	-3%	8%	-24%	-1	7%	-3.8	-9%	2%
O=c1nc(SCc2c(F)cccc2Cl)nc(-c2ccc(Cl)cc2)[nH]1	1%	8%	0%	39	7%[11.6 µM]	-0.2	14%	21µM*
CC(Oc1ccc(Br)cc1)C(=O)NCC1(N2CCCCC2)CCCCC1 (centres undefined)	1%	-14%	4%	3	-7%	1.1	-11%	-8%
Cc1ccccc1-c1nc2cc(NC(=O)C3CC3)ccc2o1	-4%	-9%	18%	-4	2%	-2.1	-11%	-1%
N#Cc1ccccc1NC(=S)NC(=O)c1cccs1	0%	-28%	-14%	-56*	-8%	-0.6	/	8.4µM*
COc1cccc(NC(=S)N(CCc2nc3cc(C)c(C)cc3[nH]2)Cc2cccnc2)c1	7%	14%	9%	/	-3%	-1.0	-4%	-6%

Filtered by structure, the entries above containing an aryl methoxy group (seven)
SMILES	EPAC1 ag	EPAC1 antagonist	FUS suppressor	PI5P4K alpha inh	WRN inhibitor	IL2 activator	Abeta yeast res	PLK1 PBD inh
COc1cc(Br)cc(CN2CCN(c3ncccn3)CC2)c1O	15%	6%	-6%	-5	-6%	0.5	2%	-3%
COc1cc2c(cc1OC)CN(S(=O)(=O)c1cccs1)CC2	-3%	3%	/	8	4%	-0.6	-10%	-1%
COc1ccccc1-n1cnnc1SCC(=O)NCc1cccs1	1%	-4%	6%	-4	-7%	0.0	-13%	-6%
COc1cc(/C=N/NC(=O)c2ccncc2)ccc1O	-13%&2%	7%&7%	-41%&-48%	-3&-3	-6%&5%	2.7&0.3	-14%&-13%	0%&-11%
COc1ccc(CSc2nc3ccccc3c(=O)[nH]2)cc1F	1%	-3%	-11%	13	-1%	-2.0	6%	3%
COc1ccc(N2CCN(C(=O)c3cccc(S(=O)(=O)N4CCCc5ccccc54)c3)CC2)cc1	-1%	-4%	?	2	-2%	-0.3	1%	-1%
COc1cccc(NC(=S)N(CCc2nc3cc(C)c(C)cc3[nH]2)Cc2cccnc2)c1	7%	14%	9%	/	-3%	-1.0	-4%	-6%

High-throughput results as filed in PubChem.
